# KRASV12 cytotoxicity – cytotoxicity in KRAS-transformed pancreatic duct cells, primary screen, cell-based, fluorescence, HTS (AID 431); hit rate 1.7% among 63,000; cytotoxicity, % at 10 µM, or EC50 in µM where a hit was titrated; HPDE-C7K KRASV12 cells, Alamar Blue viability, 48 h; higher % means a stronger effect;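 active means compounds whose percent cytotoxicity in the single-dose primary screen, scaled between solvent and toxic-drug controls, exceeds 50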;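 further: 0% = DMSO solvent wells and 100% = doxorubicin-treated wells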
# HPDE-C7 viability – cytotoxicity in HPDE-C7 cells, cell-based, fluorescence, HTS (AID 430); hit rate 1.8% among 63,000; HPDE-C7 pancreatic duct cells viability, fluorescence; higher % means a stronger effect; cytotoxicity, % at 10 µM, or EC50 in µM where a hit was titrated;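 further: cells exposed to compound for 48 hours before viability readout; 0% = vehicle and 100% = reference cytotoxic drug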
# MK inhibit – S. pneumoniae mevalonate kinase inhibition; purified MK, PK/LDH-coupled NADH absorbance 340 nm; AID 555; inhibition, % at 10 µM; hit rate 0.48% among 65,000;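 active means ranked among the strongest by inhibition in the single 10 µM screen, a fixed top-ranked set picked for dose follow-up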; further: no value below 0 was filed
# LYP inhibition – LYP phosphatase inhibitors, primary screen, biochemical, DiFMUP fluorescence, recombinant catalytic domain, 10 µM (AID 606); recombinant LYP catalytic domain, DiFMUP fluorescence; higher % means a stronger effect; one-dose inhibition, % at 10 µM; IC50 in µM for titrated hits; 52,000 tested, under 10 active;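 active means IC50 under 40 µM in the dose-response test; inactive means IC50 of 40 µM or more, or never dose-tested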
# Bfl-1 displacement – Bfl-1 inhibitors, primary screen, biochemical, fluorescence polarization, FITC-Bid, mouse (AID 432); displacement, % at 20 µM; hits with a dose series show IC50 in µM; hit rate 0.02% among 64,000; FITC-Bid BH3 peptide fluorescence polarization displacement; higher % means a stronger effect; in the data active means a potency from the dose series; inactive means the rest, 99 in 100 with displacement below about 15%; further: strong numbers were not always called active
# Alkaline phosphatase – human TNAP enzyme inhibitors, biochemical, luminescent (AID 518) | one-dose inhibition, % at 20 µM; IC50 in µM for titrated hits | hit rate 0.09% among 64,000 | purified TNAP enzyme, luminescent substrate readout; higher % means a stronger effect; in the data active means a potency from the dose series; inactive means the rest, 99 in 100 with inhibition below about 22%;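 further: plate controls were vehicle for no effect and reference inhibitor for full effect; many of its hits are not listed in these tables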
# PMK inhibit – inhibitors of Streptococcus pneumoniae phosphomevalonate kinase; AID 539; hit rate 0.49% among 65,000; purified PMK, PK/LDH-coupled NADH absorbance 340 nm; inhibition, % at 10 µM;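 active means top-ranked compounds by inhibition in the single 10 µM screen, taking a fixed number of the strongest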;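 further: 0% = full reaction with DMSO carrier and 100% = background rate without enzyme reaction; no value below 0 was filed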
# HT1080 viability – cytotoxicity in HT1080 fibrosarcoma cells, cell-based, fluorescence readout (AID 620); cytotoxicity, % at 10 µM; hits with a dose series show EC50 in µM; hit rate 0.42% among 87,000; HT1080 viability, fluorescence; higher % means a stronger effect;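 further: cells exposed to compound overnight then 4 h with Alamar Blue; 0% = vehicle DMSO and 100% = killing control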
# DPM-DC inhibit – blocks S. pneumoniae diphosphomevalonate decarboxylase; hit rate 0.49% among 65,000; purified DPM-DC, PK/LDH coupled NADH fluorescence; calls only at 10 µM;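 active means the 320 compounds with the highest percent inhibition in the single-dose primary screen, excluding strongly autofluorescent ones, cut at about 32% in these data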;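 further: kinetic rate of NADH fluorescence loss reporting ADP formed by the decarboxylase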
# PMK inhibit pilot replicates – also measured in PMK inhibit; calls as there; inhibition, %; measured here: pilot screen replicates
# MK inhibit pilot replicates – second read-out of MK inhibit, no call of its own (marks repeat the call); inhibition, %; measured here: pilot screen replicates
# DPM-DC inhibit pilot screen % – further read-out of DPM-DC inhibit, marked with its call; inhibition, %; measured here: pilot screen trials
# * marks the source's active call; other numbers are inactive results; i = inactive; . = no result given. Unless noted, no stated cut-off is given here; in the data, active means cytotoxicity above about 50%; inactive means the rest. Rows were taken by chance. Share with any hit: about 3.6%.
SMILES,KRASV12 cytotoxicity,HPDE-C7 viability,MK inhibit,LYP inhibition,Bfl-1 displacement,Alkaline phosphatase,PMK inhibit,HT1080 viability,DPM-DC inhibit,others
COc1ccc(CCNC(=O)C2CCCN(S(C)(=O)=O)C2)cc1OC (stereo not drawn),-7%,-13%,1,-3%,3%,5%,0,.,i,
COc1cccc(OCc2nnc(SCC(=O)NCc3ccco3)n2CCc2ccccc2)c1,28%,20%,7,.,-2%,11%,0,-2%,i,
CCC12CN3CC(CC)(CN(C1)C31C(=O)N(C)c3ccc(C)cc31)C2=O (stereo not drawn),-24%,-8%,12,.,-4%,12%,6,-4%,i,
CCOc1c(OC)cc(C2C(C#N)=C(N)Oc3n[nH]c(-c4ccncc4)c32)cc1OC (stereo not drawn),2%,2%,3,1%,-7%,10%,11,-1%,i,
O=C(O)c1ccc(F)c(S(=O)(=O)Nc2ccccc2)c1,26%,19%,6,-16%,1%,4%,12,10%,i,
CC(=O)c1ccc(NC(=O)CSc2nnc(NC(=O)CN3CCOCC3)s2)cc1,-17%,-11%,21,-6%,4%,0%,0,-5%,i,
CN(C)C(=O)N1CCC(C(=O)NCc2ccccc2)CC1,-4%,-10%,0,11%,-5%,5%,9,7%,i,
COc1ccccc1CN(C)C(=O)C1COc2ccccc2O1 (stereo not drawn),0%,-6%,5,4%,5%,6%,16,-4%,i,
CSC1=NCCN1C(=O)c1ccc(S(=O)(=O)N2CCCC2)cc1,0%,2%,10,.,-5%,13%,1,1%,i,PMK inhibit pilot replicates=1.0;MK inhibit pilot replicates=5.0;DPM-DC inhibit pilot screen %=1.0
Oc1cccc(C(=S)N2CCN(Cc3ccccc3)CC2)c1,-11%,-9%,3,7%,0%,14%,2,6%,i,

# Of the compounds above, four have an aryl methoxy group:
SMILES,KRASV12 cytotoxicity,HPDE-C7 viability,MK inhibit,LYP inhibition,Bfl-1 displacement,Alkaline phosphatase,PMK inhibit,HT1080 viability,DPM-DC inhibit,others
COc1ccc(CCNC(=O)C2CCCN(S(C)(=O)=O)C2)cc1OC (stereo not drawn),-7%,-13%,1,-3%,3%,5%,0,.,i,
COc1cccc(OCc2nnc(SCC(=O)NCc3ccco3)n2CCc2ccccc2)c1,28%,20%,7,.,-2%,11%,0,-2%,i,
CCOc1c(OC)cc(C2C(C#N)=C(N)Oc3n[nH]c(-c4ccncc4)c32)cc1OC (stereo not drawn),2%,2%,3,1%,-7%,10%,11,-1%,i,
COc1ccccc1CN(C)C(=O)C1COc2ccccc2O1 (stereo not drawn),0%,-6%,5,4%,5%,6%,16,-4%,i,

# The results go on:
SMILES,KRASV12 cytotoxicity,HPDE-C7 viability,MK inhibit,LYP inhibition,Bfl-1 displacement,Alkaline phosphatase,PMK inhibit,HT1080 viability,DPM-DC inhibit,others
Cc1cc(=O)[nH]c(SCC(=O)c2ccc(C(C)C)cc2)n1,3%,-2%,4,10%,-7%,6%,11,4%,i,
CC1=C(SCCC#N)S/C(=C2\SC(C)=C(SCCC#N)S2)S1,-31%,-40%,9,3%,-1%,7%,8,-10%,i,
Cc1onc(-c2ccccc2Cl)c1C(=O)Nc1ccc(S(=O)(=O)NCC2CCCO2)cc1 (stereo not drawn),-6%,1%,6,3%,-14%,8%,8,0%,i,
Cc1onc(-c2ccccc2)c1C(=O)Nc1cccc(C#N)c1,-1%,4%,0,-2%,-4%,17%,7,-2%,i,
O=C(CC1SCCNC1=O)Nc1cccc(C(F)(F)F)c1 (stereo not drawn),-23%,-26%,8,.,-3%,8%,15,9%,i,
O=C1OCCN1CCN(CN1C(=O)CCC1=O)CN1C(=O)CCC1=O,-2%,6%,3,6%,-16%,8%,9,4%,i,
Cc1ccc(OCCC(=O)OCC(=O)N2c3ccccc3CC2C)cc1 (stereo not drawn),.,.,1,5%,.,.,6,-2%,i,
COCC(C)N=Cc1c(O)[nH]c2ccccc12 (stereo not drawn),-31%,-13%,8,-5%,0%,12%,11,-5%,i,
CCOC(=O)c1ccc(N2C(=O)CC(C(=O)OC)=C2C)cc1,-3%,-3%,6,15%,-5%,13%,0,0%,i,
Cc1ccc(-n2ncc3c(N4CCCC(C)C4)ncnc32)c(C)c1 (stereo not drawn),9%,1%,0,1%,-10%,15%,9,-12%,i,PMK inhibit pilot replicates=2.5;MK inhibit pilot replicates=2.0;DPM-DC inhibit pilot screen %=0.0
CCOC(=O)c1cnn(CCOC(=O)Cc2cccs2)c1NC(=O)Cc1cccs1,9%,3%,8,8%,-3%,4%,15,2%,i,
CC(C)CC1NC2(C(=O)N(C)c3ccccc32)C2C(=O)N(C(C)C)C(=O)C12 (stereo not drawn),-16%,-15%,7,.,1%,17%,1,5%,i,PMK inhibit pilot replicates=0.0;MK inhibit pilot replicates=0.0;DPM-DC inhibit pilot screen %=0.0
CCCSCCCNC(=O)CC1Oc2ccccc2NC1=O (stereo not drawn),0%,-5%,0,2%,-4%,7%,0,-3%,i,
CN1CCN(S(=O)(=O)c2ccc(NC(=O)c3cccs3)cc2)CC1,-17%,-8%,1,-11%,-4%,3%,4,-4%,i,
COC(=O)c1ccc(NC(=O)CSc2nnc(-c3ccncc3)n2C)cc1,-7%,-2%,9,.,-2%,12%,2,22%,i,
CCNS(=O)(=O)c1ccc(NC(=O)Cn2nc(C(F)(F)F)cc2C)cc1,1%,-13%,0,-8%,-9%,10%,17,-9%,i,
CC(C)C(=O)N1CCN(c2ccc(NC(=O)c3ccc(Br)o3)cc2)CC1,1%,-15%,7,10%,3%,11%,3,36%,i,
CCOC(=O)c1c(N)nn(C(=O)C(C)C)c1-c1ccccc1,-1%,-9%,0,.,-6%,11%,11,-3%,i,PMK inhibit pilot replicates=1.0;MK inhibit pilot replicates=2.0;DPM-DC inhibit pilot screen %=1.0
CC1(C)CC(=O)C2=C(C1)N(CC1CCCO1)C(=O)NC2(C(F)(F)F)C(F)(F)F (stereo not drawn),2%,-9%,2,14%,1%,8%,2,3%,i,
COc1ccc(NC2CC(=O)N(C(C)C)C2=O)cc1 (stereo not drawn),-12%,-12%,9,4%,-1%,9%,4,-5%,i,
Oc1ccccc1C1=NCCNC(C(F)(F)C(F)F)=C1,0%,-1%,7,11%,-5%,9%,3,11%,i,
CCC(C)NC(=O)c1ccc(NC(=O)C2CCCO2)cc1 (stereo not drawn),-2%,-13%,9,.,-4%,7%,11,5%,i,
CC(C)C1N=C2c3ccccc3N=C(SCc3cc(=O)n4cc(Cl)ccc4n3)N2C1=O (stereo not drawn),4%,2%,12,.,2%,6%,11,36%,i,
COc1ccc(NC(=O)NCCN2C(=O)C3C4C=CC(C4)C3C2=O)cc1 (stereo not drawn),-3%,-27%,2,5%,0%,21%,5,4%,i,PMK inhibit pilot replicates=0.0;MK inhibit pilot replicates=0.5;DPM-DC inhibit pilot screen %=0.0
C=CCn1c(SCC(=O)N2CCCC2)nc2cc(C(=O)NCC3CCCO3)ccc2c1=O (stereo not drawn),-2%,3%,2,.,0%,4%,12,10%,i,
COc1ccccc1N1CCN(Cc2ccsc2)CC1,12%,-3%,42*,.,4%,6%,0,-5%,i,
CCOCC(=O)Nc1nnc(Cc2ccc(OC)c(OC)c2)s1,-2%,-12%,0,8%,-2%,14%,7,4%,i,
CC(C)NCC(O)COc1ccc(CC(N)=O)cc1 (stereo not drawn),-2%,-9%,7,20%,-3%,10%,4,-8%,i,PMK inhibit pilot replicates=0.0;MK inhibit pilot replicates=0.0;DPM-DC inhibit pilot screen %=0.0
COc1ccccc1NC(=O)N(CCCN1CCOCC1)Cc1cc2cc3c(cc2[nH]c1=O)OCO3,-5%,-1%,5,15%,4%,7%,12,4%,i,
COc1ccc(C2Oc3ccccc3N2C(C)=O)cc1 (stereo not drawn),3%,0%,0,-31%,-3%,7%,8,9%,i,

# Pulled by compound from above, 5 records:
SMILES,KRASV12 cytotoxicity,HPDE-C7 viability,MK inhibit,LYP inhibition,Bfl-1 displacement,Alkaline phosphatase,PMK inhibit,HT1080 viability,DPM-DC inhibit,others
COc1ccccc1NC(=O)N(CCCN1CCOCC1)Cc1cc2cc3c(cc2[nH]c1=O)OCO3,-5%,-1%,5,15%,4%,7%,12,4%,i,
CC(C)NCC(O)COc1ccc(CC(N)=O)cc1 (stereo not drawn),-2%,-9%,7,20%,-3%,10%,4,-8%,i,PMK inhibit pilot replicates=0.0;MK inhibit pilot replicates=0.0;DPM-DC inhibit pilot screen %=0.0
C=CCn1c(SCC(=O)N2CCCC2)nc2cc(C(=O)NCC3CCCO3)ccc2c1=O (stereo not drawn),-2%,3%,2,.,0%,4%,12,10%,i,
COc1ccccc1N1CCN(Cc2ccsc2)CC1,12%,-3%,42*,.,4%,6%,0,-5%,i,
CCC(C)NC(=O)c1ccc(NC(=O)C2CCCO2)cc1 (stereo not drawn),-2%,-13%,9,.,-4%,7%,11,5%,i,

# Later entries.
SMILES,KRASV12 cytotoxicity,HPDE-C7 viability,MK inhibit,LYP inhibition,Bfl-1 displacement,Alkaline phosphatase,PMK inhibit,HT1080 viability,DPM-DC inhibit,others
O=C(Nc1cccc(NC(=O)c2nccc3ccccc23)c1)c1ccco1,-4%,-3%,5,-3%,0%,10%,10,9%,i,
CCOC(=O)C1CCN(C(=O)CN(c2cc(OC)ccc2OC)S(=O)(=O)c2ccccc2)CC1,-16%,-5%,10,4%,0%,5%,0,-1%,i,
CCN1CCCC1CNC(=O)c1cc2c(=O)n(C)c3ccccc3c2n1C (stereo not drawn),6%,-8%,1,3%,3%,3%,0,3%,i,PMK inhibit pilot replicates=1.0;MK inhibit pilot replicates=1.0;DPM-DC inhibit pilot screen %=9.5
C=CCNC(=O)CSc1ccc(Cl)cc1,-22%,-23%,1,8%,-1%,7%,2,10%,i,PMK inhibit pilot replicates=0.0;MK inhibit pilot replicates=0.0;DPM-DC inhibit pilot screen %=0.0
CCn1c(SCC(=O)c2cc(OC)ccc2OC)nnc1C(C)C,0%,8%,11,3%,-1%,5%,11,-21%,i,
CC(=O)NC(O)C(=O)c1ccco1 (stereo not drawn),-12%,-2%,8,6%,1%,9%,13,-6%,i,
CCCCn1c(=O)c(Cc2ccccc2)c(O)c2ccccc21,-4%,-12%,6,.,2%,11%,18,32%,i,
Nc1nnc(-c2cccnc2)s1,1%,1%,8,.,2%,13%,6,-5%,i,
CSc1nsc(SC)c1NC(=O)OC1CCCCC1,-6%,0%,2,15%,-4%,15%,0,0%,i,
COc1ccc(NC(=O)Cn2nnc(-c3ccccc3F)n2)cc1Cl,-2%,-12%,1,2%,-1%,18%,11,1%,i,PMK inhibit pilot replicates=3.0;MK inhibit pilot replicates=3.0;DPM-DC inhibit pilot screen %=1.0
Cc1cc(-c2ccco2)n2c(nc3ccccc32)c1C#N,18%,32%,7,-3%,11%,12%,6,-1%,i,
